Screens deposited in PubChem by several laboratories.
PPARg SRC-1 ag – promotes SRC-1 coactivator recruitment by human PPARgamma. P37231. PPARgamma-SRC-1 coactivator recruitment biochemical assay. activation, % at 8 µM. 200,000 tested, 0.41% active; in the data active = activation above about 19%;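 note: 0% = DMSO and 100% = reference agonist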
Target sequence (P37231 whole entry, looked up): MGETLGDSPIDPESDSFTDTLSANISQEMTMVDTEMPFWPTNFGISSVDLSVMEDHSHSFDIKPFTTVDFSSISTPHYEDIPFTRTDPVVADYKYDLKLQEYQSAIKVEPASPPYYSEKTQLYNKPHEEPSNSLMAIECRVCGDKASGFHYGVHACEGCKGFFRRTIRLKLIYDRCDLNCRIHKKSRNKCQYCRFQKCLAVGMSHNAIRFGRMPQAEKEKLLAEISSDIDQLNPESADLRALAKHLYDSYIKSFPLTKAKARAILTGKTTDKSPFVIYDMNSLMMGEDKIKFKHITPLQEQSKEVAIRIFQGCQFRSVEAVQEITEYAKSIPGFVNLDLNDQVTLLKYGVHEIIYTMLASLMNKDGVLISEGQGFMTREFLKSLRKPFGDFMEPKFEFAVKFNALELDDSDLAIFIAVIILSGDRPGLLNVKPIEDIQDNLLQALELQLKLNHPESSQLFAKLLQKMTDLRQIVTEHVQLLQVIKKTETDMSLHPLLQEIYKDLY
bIAP inhibitor – intestinal alkaline phosphatase (bovine) inhibition; purified bovine IAP, CDP-star luminescence, 30 min; 190,000 tested, under 10 active; inhibition, % at 20 µM; AID 1019;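 active = over 50% inhibition of intestinal alkaline phosphatase at 20 µM in the single-dose screen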
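Assay system: bovine IAP enzyme; medium: DEA buffer 100 mM, pH 9.8, with MgCl2 1.0 mM, ZnCl2 0.02 mM; doses: 20 µM single dose; incubation: enzyme reaction for 30 min at room temperature; detection: CDP-star luminescence signal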
TR-FRET SRC-2 ct – flags TR-FRET format artefacts in PPARgamma SRC-2 recruitment agonist screen; TR-FRET artefact counter-screen; stronger effect = higher value; TR-FRET ratio at 8 µM; 200,000 tested, 0.4% active; AID 1049; in the data active = TR-FRET ratio above about 2000; note: inactives centre near 1500; reference of the scale not given here
PPARg SRC3 recr – PPARgamma-driven SRC-3 recruitment agonism | 200,000 tested, 0.26% active | activation, % at 8 µM | biochemical PPARgamma/SRC-3 coactivator recruitment assay; in the data active = activation above about 23%;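 note: 0% = DMSO and 100% = reference agonist; some compounds past the cut are filed as inactive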
HMGR II inh – blocks class II HMG-CoA reductase of Enterococcus faecalis | purified E. faecalis HMGR, NADPH absorbance 340 nm kinetic | inhibition, % at 10 µM | AID 1066 | 190,000 tested, 0.41% active;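 active = inhibition above a set limit, the median over all tested compounds plus 3 SD, cut at about 9.5% in these data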;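 note: enzyme runs in reverse so mevalonate oxidation gives rising NADPH absorbance; 0% = complete reaction with DMSO and 100% = background rate lacking mevalonate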
RAM inhibit – inhibitors of the yeast RAM network. S. cerevisiae dse1pr::URA3 reporter, 5-FOA growth OD615, 2 d; analog-sensitive cbk1-as2 kinase mutant strain. inhibition, % at 50 µM. 190,000 tested, 1.8% active. AID 868;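 active = inhibition above a set limit, 3 SD over mean compound inhibition, cut at about 8.4% in these data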;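 note: 0% = DMSO-only wells with no growth and 100% = 10 µM 1-NA-PP1 full growth; inhibition rescues growth on 5-FOA so higher OD means more RAM inhibition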
DTT redox prof – compounds producing H2O2 with reducing agent – biochemical, NIH compound library profiling, artefact control for MLSCN library redox annotation, primary screen. DTT-dependent redox cycling H2O2, phenol red/HRP absorbance; 100% = 100 µM peroxide control, 0% = buffer. activation, % at 10 µM. 200,000 tested, 0.03% active. AID 878;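 active = activation of at least 50% relative to the plate's high and low controls in the primary single-dose screen; inactive = activation below 50%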;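 note: compound incubated with DTT at 0.8 mM final as the reducing agent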
ROMK mod – modulators of human ROMK potassium channel | P48048 | Tet-inducible ROMK, thallium flux fluorescence; actives lie on both sides | B-score at 10 µM | 130,000 tested, 2% active;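 active = signal ratio slope over the read window, or its plate-corrected B-score, at least 3 SD from the plate mean, either direction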;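 note: B-score of the F/F0 ratio slope over 7 to 12 s after thallium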
Target sequence (P48048 whole entry, looked up): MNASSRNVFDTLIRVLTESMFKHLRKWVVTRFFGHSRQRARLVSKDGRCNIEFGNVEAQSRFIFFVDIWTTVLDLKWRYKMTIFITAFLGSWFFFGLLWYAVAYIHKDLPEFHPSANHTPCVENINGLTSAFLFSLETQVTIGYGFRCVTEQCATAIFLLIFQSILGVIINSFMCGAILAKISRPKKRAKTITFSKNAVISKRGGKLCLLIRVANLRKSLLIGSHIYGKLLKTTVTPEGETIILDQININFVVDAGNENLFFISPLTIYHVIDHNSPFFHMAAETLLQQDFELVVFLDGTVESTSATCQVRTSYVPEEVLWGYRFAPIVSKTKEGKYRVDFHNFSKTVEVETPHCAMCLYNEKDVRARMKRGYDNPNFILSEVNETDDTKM
Lmaj promast – inhibitors of Leishmania major promastigote growth; 200,000 tested, 9% active; Leishmania major promastigotes, resazurin fluorescence viability; inhibition, % at 10 µM; in the data active = inhibition above about 50%;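 note: promastigotes grown with compound for 44 hours at 28 °C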
S1P3 antag – antagonists of human S1P3 receptor; AID 485; 170,000 tested, 0.27% active; CHO S1P3 NFAT-BLA reporter, FRET fluorescence, antagonist mode; Q99500; inhibition, % at 4.98 µM;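 active = inhibition above the plate cutoff, the mean inhibition of test wells on that plate plus 3 SD, cut at about 28% in these data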;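 note: cells challenged with S1P at its EC80 of 0.8 µM; blue over green emission ratio from cleaved BLA substrate after 4 h stimulation; 0% = S1P-stimulated wells and 100% = unstimulated DMSO-only wells; some compounds past the cut are filed as inactive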
PPARg SRC-2 ag – PPARgamma-driven SRC-2 recruitment agonism; 200,000 tested, 0.34% active; AID 1032; PPARgamma LBD-SRC-2 recruitment, biochemical; P37231; activation, % at 8 µM; in the data active = activation above about 22%;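 note: 0% = vehicle and 100% = reference agonist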
The depositor's hits bear a star; . = not tested or not shown.

compound	PPARg SRC-1 ag	bIAP inhibitor	TR-FRET SRC-2 ct	PPARg SRC3 recr	HMGR II inh	RAM inhibit	DTT redox prof	ROMK mod	Lmaj promast	S1P3 antag	PPARg SRC-2 ag
CC(C)CN(C(=O)CN1CCC(C)CC1)c1c(N)n(CC(C)C)c(=O)[nH]c1=O	-6	17	1376	-1	0	-0.1	-0.6	0.48	4	-15	-3
COc1ccc2nc(Nc3nc(C)c(CCC(C)C)c(=O)[nH]3)nc(C)c2c1	6	-21	1645	6	-7	6.0	0.3	.	99*	-16	4
C=C1C(=O)O[C@H]2C1CC[C@@](C)(O)C13C=CC(C)(C21)C1(C3)C(=O)O[C@@H]2C3C(C)=CCC3[C@](C)(O)C[C@H](OC(C)=O)C21 (stereo partly drawn)	-4	.	1545	-1	0	-0.1	0.3	.	2	-15	-5
CCOCCCNC(=O)NC(=O)CN1CCN(S(=O)(=O)c2ccc3c(c2)OCCO3)CC1	-7	1	1400	-3	-4	1.2	-3.1	0.25	-2	-20	-7
C=CCc1ccccc1OCCNCCCOC	-5	6	1601	-1	0	3.1	-0.3	0.019	83*	3	2
O=S(=O)(c1ccc2nc(-c3ccccc3)[nH]c2c1)N1CCN(c2ccc(Cl)cc2)CC1	9	7	1708	-3	0	2.7	2.9	-0.17	33	-2	-10
O=C(NCc1ccc2c(c1)OCO2)C1CCCN1C(=O)Nc1cccc(Cl)c1 (stereo not drawn)	0	-3	1549	-1	1	2.3	-0.8	.	99*	-14	7
CC1CCN(C(=O)CSc2nc3cccnc3n2C)CC1	-7	8	1530	10	3	1.9	1.2	.	3	-15	0
Cc1ccc(-c2nc3ncccn3c2NC2CCCCC2)o1	6	5	1480	2	-6	-0.7	-1.0	-0.78	0	.	4
O=C(Nc1ccccc1Oc1ccccc1)C1CCCC1	3	-4	1629	7	2	0.3	-0.9	0.65	-3	-3	9
Cc1ccc(NC(=O)N2CCC(C(N)=O)CC2)cc1	1	3	1581	1	-6	1.0	1.0	.	-1	7	6
Cc1cc(N2CCCCC2)nc(NCc2ccccc2)n1	2	0	1691	-1	-7	0.8	0.6	.	75*	.	5
CCOC(=O)C1=C(C)NC(=O)C(C(N)=O)C1c1ccccc1 (stereo not drawn)	-2	5	1335	-2	1	3.6	3.3	.	-2	-4	-2
S=c1[nH]nc(-c2cc3c(s2)-c2ccccc2CC3)o1	5	32	1644	17	-2	5.7	2.5	.	5	.	5
CC1(C)NC(=O)N(CCCOc2ccc3c(c2)CCC3)C1=O	-4	6	1432	3	2	-1.2	-1.5	.	-3	-22	-10
COc1ccc(OC)c(NC(=O)CNC(=O)Cn2c(C)cc3ccccc3c2=O)c1	-6	0	1438	-9	1	0.7	0.0	-0.00031	-5	.	1
Cc1ccc(S(=O)(=O)NC(=O)Nc2c(C)n(C)n(-c3ccccc3)c2=O)cc1	8	19	1498	6	-9	0.1	0.3	0.61	-4	12	3
COc1ccc2c(c1)[nH]c1c(=O)n(CCN3CCCC3)cnc12	-5	9	1248	-8	-2	0.9	-0.4	.	12	-6	-5
COc1ccc(CN2CCN(C3CCSCC3)CC2CCO)c(C)c1C (stereo not drawn)	-1	-5	1570	4	-3	0.6	0.0	-0.6	88*	6	3
O=[N+]([O-])c1ccc(S(=O)(=O)N/N=C/c2cccs2)cc1	10	-37	1659	1	-5	0.0	-0.4	0.72	-3	-12	5
CCCCc1ccc(-c2ccc(C)cc2O)nc1	3	31	1476	3	-4	-0.7	-1.2	0.76	-4	-4	-2
CCOCCCNC(=O)CS(=O)(=O)Cc1nc(-c2cccc(OC)c2)oc1C	4	-12	1754	2	-2	1.8	0.6	.	5	29	6
N#Cc1ccsc1NC(=O)CN1CCN(S(=O)(=O)c2cc(Cl)ccc2Cl)CC1	-4	6	1918	4	-11	-0.6	-0.4	.	20	6	1
Cc1ccc(C2=NN(CCC(=O)NCCC(C)C)C(=O)CC2)cc1	5	33	1847	-3	-1	2.4	-0.6	0.58	73*	-6	6
COc1ccc(-c2nn3c(-c4ccc(F)cc4)nnc3s2)cc1	-7	-14	1525	-8	-1	1.8	3.1	0.4	10	0	-6

Part of the list above, with values under each structure:
Values run as follows: PPARg SRC-1 ag	bIAP inhibitor	TR-FRET SRC-2 ct	PPARg SRC3 recr	HMGR II inh	RAM inhibit	DTT redox prof	ROMK mod	Lmaj promast	S1P3 antag	PPARg SRC-2 ag
C=C1C(=O)O[C@H]2C1CC[C@@](C)(O)C13C=CC(C)(C21)C1(C3)C(=O)O[C@@H]2C3C(C)=CCC3[C@](C)(O)C[C@H](OC(C)=O)C21 (stereo partly drawn)
    -4	.	1545	-1	0	-0.1	0.3	.	2	-15	-5
CCOCCCNC(=O)NC(=O)CN1CCN(S(=O)(=O)c2ccc3c(c2)OCCO3)CC1
    -7	1	1400	-3	-4	1.2	-3.1	0.25	-2	-20	-7
C=CCc1ccccc1OCCNCCCOC
    -5	6	1601	-1	0	3.1	-0.3	0.019	83*	3	2
O=S(=O)(c1ccc2nc(-c3ccccc3)[nH]c2c1)N1CCN(c2ccc(Cl)cc2)CC1
    9	7	1708	-3	0	2.7	2.9	-0.17	33	-2	-10
O=C(NCc1ccc2c(c1)OCO2)C1CCCN1C(=O)Nc1cccc(Cl)c1 (stereo not drawn)
    0	-3	1549	-1	1	2.3	-0.8	.	99*	-14	7
CC1CCN(C(=O)CSc2nc3cccnc3n2C)CC1
    -7	8	1530	10	3	1.9	1.2	.	3	-15	0
Cc1ccc(-c2nc3ncccn3c2NC2CCCCC2)o1
    6	5	1480	2	-6	-0.7	-1.0	-0.78	0	.	4

Back to the main list with the 2 entries that preceded the break.
compound	PPARg SRC-1 ag	bIAP inhibitor	TR-FRET SRC-2 ct	PPARg SRC3 recr	HMGR II inh	RAM inhibit	DTT redox prof	ROMK mod	Lmaj promast	S1P3 antag	PPARg SRC-2 ag
Cc1ccc(C2=NN(CCC(=O)NCCC(C)C)C(=O)CC2)cc1	5	33	1847	-3	-1	2.4	-0.6	0.58	73*	-6	6
COc1ccc(-c2nn3c(-c4ccc(F)cc4)nnc3s2)cc1	-7	-14	1525	-8	-1	1.8	3.1	0.4	10	0	-6
Cc1ccc2nc(SCc3nc4cc(Cl)ccc4c(=O)[nH]3)[nH]c2c1	0	-26	1603	3	-1	0.8	-2.1	0.66	-4	-14	3
CCOC(=O)c1cc2c(=O)n3cccc(C)c3nc2n(CC2CCCO2)c1=NC(C)=O (stereo not drawn)	4	.	1377	-3	.	.	0.6	0.037	32	-6	-5
Cc1ccc(S(=O)(=O)CC(C)N2CCN(C3CCCCC3)CC2)cc1 (stereo not drawn)	2	-17	1484	-2	-2	0.9	5.0	0.75	90*	.	7
COc1cccc(N/C(C)=C/C(=O)c2ccc(Br)cc2)c1	8	16	1729	3	-2	0.5	0.6	-0.039	-10	10	3
COc1ccc(CN2CCCCC2C)c(C)c1C (stereo not drawn)	8	-2	1608	14	0	0.3	0.2	.	20	13	2
O=C(COC(=O)c1cccc(NC(=O)c2ccco2)c1)c1ccc(Br)cc1	-1	36	1550	-2	-3	4.5	-0.6	-0.011	99*	6	-2
O=C(NCc1ccco1)c1csc2c1CCCC2	0	2	1593	-2	-4	0.4	-0.4	-0.26	-7	9	2
CCOCCCN(C(=O)c1ccco1)C(C(=O)NC1CCCC1)c1cccc(OC)c1OC (stereo not drawn)	4	-4	1432	-5	2	1.9	2.2	-1.5	-2	-11	-9
O=S(=O)(NCCc1csc(-c2ccc(C(F)(F)F)cc2)n1)c1ccc2c(c1)OCCO2	2	44	1549	4	-10	12*	-2.0	.	-8	.	-8
C/C(=N/NC(=O)c1cc(-c2cccc([N+](=O)[O-])c2)n[nH]1)c1ccc(Cl)cc1	12	5	1724	7	-6	3.3	0.1	.	5	-8	12
NC(N)=N/N=C/c1cc([N+](=O)[O-])ccc1O	-10	6	1333	-6	-2	0.1	-0.3	0.57	6	-11	0
Cn1cnnc1SCC(=O)c1c[nH]c2ccccc12	4	4	1709	2	-1	0.9	-0.9	1.5	-7	-10	3
O=C1C(=O)N(CCCn2ccnc2)C(c2cccnc2)/C1=C(/O)c1ccccc1 (stereo not drawn)	2	.	1563	8	.	.	-0.1	.	-3	.	-5
COc1ccc(C(=O)N2CCOC2CNC(=O)C(=O)NCc2ccc(Cl)cc2)cc1 (stereo not drawn)	6	-12	1541	1	1	3.2	-0.1	-1.5	-2	-9	3
CC1CCCCC1NC(=O)/C=C/c1nc2ccccc2s1 (stereo not drawn)	-1	6	1603	-2	2	3.7	-0.1	-0.49	46	1	-6
O=C(Nc1cccn2ncnc12)c1ccccc1	4	8	1577	4	-1	1.5	0.2	.	0	.	6
Cc1nn(C(=O)c2cccnc2)c(C)c1Sc1ccc(Br)cc1	-3	14	1535	-4	3	-0.7	0.7	.	-8	.	3
CC(C)(C)c1cc(CN2CCCCC2)cc(C(C)(C)C)c1O	3	-9	1479	0	-1	0.3	0.0	1.2	38	.	5
CC(NC(=O)c1ccco1)C(=O)Nc1nc(-c2ccccn2)cs1 (stereo not drawn)	-4	-41	1389	4	-5	1.1	2.1	.	29	-22	5
N#CCCn1c(SCC(=O)NCc2ccco2)nc2ccccc21	3	-4	1317	1	1	0.5	0.0	.	-1	.	3
CCOC(=O)c1[nH]c(=O)[nH]c1CN(Cc1ccco1)Cc1[nH]c(=O)[nH]c1C(=O)OCC	-2	-28	1624	-2	-4	0.2	1.5	-0.19	1	8	-7
Cc1nnsc1C(=O)NNS(=O)(=O)c1ccccc1	3	2	1634	7	-6	1.3	2.2	.	-3	.	3
O=C(CSCc1ccc(Br)cc1)N1CCOCC1	-3	10	1585	-8	-1	-0.6	3.7	.	-2	-20	9
COc1ccc(OCCC(=O)OCC(=O)c2ccc[nH]2)cc1	12	-2	1511	2	-1	0.6	-0.9	0.16	-6	7	-1
CCN(CC)S(=O)(=O)c1cc(NC(=O)C(C)Nc2ccccc2N2CCOCC2)ccc1C (stereo not drawn)	5	6	1871	8	1	2.0	-1.5	1.1	71*	-4	7
COCCCN1C(=O)C(=O)/C(=C(/O)c2ccccc2)C1c1ccc(N(C)C)cc1 (stereo not drawn)	9	8	1552	4	-8	0.5	-0.7	.	-5	2	4
CN(C(=O)COC(=O)c1ccc2ccccc2n1)C1CCS(=O)(=O)C1 (stereo not drawn)	7	-24	1653	0	0	1.2	-0.4	0.2	-4	-17	-2
Cn1c(=O)c2c(nc(Oc3ccc(-c4ccccc4)cc3)n2C)n(C)c1=O	7	0	1399	-2	-4	3.2	1.1	0.44	8	-28	7
COc1ccccc1NC(=O)c1ccccc1S(=O)(=O)c1ccccc1[N+](=O)[O-]	0	-4	1482	3	2	-0.9	0.0	-0.55	-3	4	0
